# Ecoli WT growth: growth inhibitors of wild type E. coli, primary screen, strain BW25113 wild type, absorbance readout. E. coli BW25113 growth inhibition, OD600. inhibition, % at 10 µM. 0.05% of 20,000 active. AID 552, 2006; in the data active means inhibition above about 40%;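 further: bacteria exposed to compound for 20 hours at 37 °C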
#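 Material: bacterial strain in a whole-cell growth screen; Amount: inoculum from a 1:1000 dilution of a 1.5 h subculture; Buffer or medium: LB plus kanamycin 50 µg/mL; Dosing: one dose, 10 µM final; Times: compound exposure of 20 h at 37 °C; Measured by: absorbance at 615 nm as a measure of bacterial growth.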
# * = called active by the depositor; & = joins results of further samples. Some of the compounds tested; the hit share may differ from the screen's.
Structure | Ecoli WT growth
Cc1ccc(C)c(NC2=NCCCS2)c1 | 0
Cc1ccc2nc(N3CCN(C)CC3)[nH]c2c1 | 6
CC1=NOC2(C)Nc3ncnn3C(c3ccccc3)C12 (stereo unspecified) | 20
CC1(C)CN=C(Nc2nc3ccccc3s2)S1 | -14
COc1cc(C2NCc3ccccc3-n3cccc32)ccc1O (stereo unspecified) | 6
COc1ccc(C(=O)C(Cc2ccccc2)N(C)C)cc1 (stereo unspecified) | 5
CC12CCCCC1=[N+]([O-])CN2O (stereo unspecified) | -2
CCCCCCn1c(O)c(C=NC2CCN(Cc3ccccc3)CC2)c(=O)[nH]c1=O | -3
COc1ccc(C2NCc3ccc4c(c3-n3cccc32)OCO4)cc1O (stereo unspecified) | 2
Cc1ccccc1NC1=NCC(C)S1 (stereo unspecified) | -19
CCCCN1C(=O)NC(=O)C2(Cc3c(nc4c(C)cccn4c3=O)N3CCc4ccccc4C32)C1=O (stereo unspecified) | 3
CCOC(=O)CN1C(=O)C2(C(C#N)=C(N)Oc3ccccc32)C(C(=O)OC)=C1C (stereo unspecified) | -20
Cc1cccnc1NC1=NCC(C)S1 (stereo unspecified) | -14
O=C(Cc1ccccc1)N1CCN(CC2CC=CCC2)CC1 (stereo unspecified) | -8
N=C(N)c1c(O)n(C2CCCCC2)c(=O)n(C2CCCCC2)c1=O | 2
O=C(C1CCCN(c2nnc(-n3cccc3)s2)C1)N1CCC2(CC1)OCCO2 (stereo unspecified) | -1
O=C(CCCOc1ccc(Cl)cc1Cl)N1CCC2(CC1)OCCO2 | -4
Cc1cc(C)c(C(=O)CN2CCOCC2)c(C)c1 | 2
CCOc1ccc(Br)c(C2(O)CC(C)N(C)CC2C)c1 (stereo unspecified) | 3
O=c1[nH]c(=O)n(Cc2ccco2)c(O)c1C=NC1CC1 | -19

# Taken from above:
# Under Ecoli WT growth, Cc1cc(C)c(C(=O)CN2CCOCC2)c(C)c1 reads 2
# Under Ecoli WT growth, CCCCN1C(=O)NC(=O)C2(Cc3c(nc4c(C)cccn4c3=O)N3CCc4ccccc4C32)C1=O (stereo unspecified) reads 3

# Continuation.
Structure | Ecoli WT growth
CC(C)C12CN3CCN(CC(C3)C1O)C2 (stereo unspecified) | -22
Cc1ccc(N(C)C(=O)Oc2cccc3cccnc23)cc1 | 1
COc1ccccc1/C=C1/C(=N/O)C2CCN1CC2 | -2
CCOC(=O)c1cccc([P+](=O)O)c1 | 7
O=c1[nH]c(=O)n(Cc2ccco2)c(O)c1C=NCCCn1ccnc1 | 3
COc1cc2c(C(=O)N3CCN(C)CC3)c(C)n(C)c2cc1Br | -15
CCOC(=O)C1=C(N)Oc2c(c(=O)oc3ccccc23)C12C(=O)N(C)c1ccccc12 (stereo unspecified) | -12
COc1ccc(CN2CCN(C(=O)Cc3ccccc3)CC2)c(OC)c1 | 15
CSc1ccc(CNC2CN3CCC2CC3)cc1 (stereo unspecified) | 7
O=c1[nH]c2ccccc2n1C1CCN(CCCC(c2ccc(F)cc2)c2ccc(F)cc2)CC1 | 10
Cc1cnn(C2CCN(C)CC2)c1N | -1
CC(=NCc1ccc2c(c1)OCO2)c1c(O)n(C)c(=O)n(C)c1=O | -3
O=c1c2ccccc2nc(CSc2ncnc3nc[nH]c23)n1-c1ccccc1 | 8
O=C(C1CC(c2ccc(Cl)c(Cl)c2)=NO1)N1CCC2(CC1)OCCO2 (stereo unspecified) | -15
Nc1c(C(=O)OC2CCCCC2)c2nc3ccccc3nc2n1CC1CCCO1 (stereo unspecified) | -22
O=C(Cc1ccccc1)OC(COCc1ccccc1)CN1CCOCC1 (stereo unspecified) | -5
CC[C@@H](CO)NC(=O)[C@@H]1C=C2c3cccc4c3c(cn4C)C[C@H]2N(C)C1 | 2
CCOC(=O)C(O)(c1ccc(N)c(OC)c1)C(F)(F)F (stereo unspecified) | -21
CC(C)(C)P(=O)(c1ccncc1)N1CCCC1 (stereo unspecified) | 3
Fc1ccc(NC2=NCCS2)cc1Cl | -14

# A second format for part of the listing above:
SMILES: Nc1c(C(=O)OC2CCCCC2)c2nc3ccccc3nc2n1CC1CCCO1 (stereo unspecified)
  Ecoli WT growth: -22
SMILES: O=C(Cc1ccccc1)OC(COCc1ccccc1)CN1CCOCC1 (stereo unspecified)
  Ecoli WT growth: -5
SMILES: CC[C@@H](CO)NC(=O)[C@@H]1C=C2c3cccc4c3c(cn4C)C[C@H]2N(C)C1
  Ecoli WT growth: 2
SMILES: CCOC(=O)C(O)(c1ccc(N)c(OC)c1)C(F)(F)F (stereo unspecified)
  Ecoli WT growth: -21

# Random excerpt: 4 records from the list
Structure | Ecoli WT growth
CCOC(=O)c1cccc([P+](=O)O)c1 | 7
COc1ccccc1/C=C1/C(=N/O)C2CCN1CC2 | -2
CCOC(=O)C(O)(c1ccc(N)c(OC)c1)C(F)(F)F (stereo unspecified) | -21
O=C(C1CC(c2ccc(Cl)c(Cl)c2)=NO1)N1CCC2(CC1)OCCO2 (stereo unspecified) | -15

# The results go on.
Structure | Ecoli WT growth
CN1C(=O)C(Cc2cccc3ccccc23)C(=O)N(C)C1=O | -2
CN1C(=O)N(C)C(=O)C2(Cc3ccccc3N3CCOCC32)C1=O (stereo unspecified) | 1
O=C(c1cc2ccccc2oc1=O)N1CCC2(CC1)OCCO2 | 3
CC(C)OCCCNC(=O)c1c(N)n(Cc2cccs2)c2nc3ccccc3nc12 | 7
CC(C)OC(=O)c1c(N)n(CC2CCCO2)c2nc3ccccc3nc12 (stereo unspecified) | -3
COc1ccc(CC2C(=O)N(C)C(=O)N(C)C2=O)c(OC)c1 | -18
CCn1c(O)c(C=NCCc2c[nH]c3ccccc23)c(=O)[nH]c1=O | 5
CCOC(=O)C1CCCCC12C(C#N)=C(N)Oc1n[nH]c(C)c12 (stereo unspecified) | 3
CCN(CC)C(=O)c1ccc(NC(=O)Cn2nc(C)c3ccccc3c2=O)cc1 | 3
C[N+]1(C)[C@@H]2CC[C@H]1CC(OC(=O)C(CO)c1ccccc1)C2 (stereo partly specified) | -4&3
CN(C)c1nc(OCCNC(=O)COc2ccc(Cl)cc2Cl)nc(N2CCCCC2)n1 | -1
N#Cc1ccccc1Cn1cc(C(=O)c2ccco2)c2ccccc21 | 5
CC(C)=CCSc1nnc([C@@H](N)Cc2c[nH]c3ccccc23)o1 | 1
NC1CCCCC1N=Cc1c(O)n(Cc2ccc(F)cc2)c(=O)[nH]c1=O (stereo unspecified) | -10
COC(=O)c1ccc(N2C(=O)CC(N3CCC(n4c(=O)[nH]c5ccccc54)CC3)C2=O)cc1 (stereo unspecified) | -13
CN1CC[C@@]23CCCC[C@@H]2[C@@H]1Cc1ccc(O)cc13 | 6
CC(C)NS(=O)(=O)c1ccc(OCC(=O)N2CCN(Cc3ccccc3)CC2)cc1 | -18
Cc1nn(-c2ccccc2)c2c1C(c1ccc3c(c1)OCO3)SCC(=O)N2 (stereo unspecified) | 0
CCCNS(=O)(=O)c1ccc(OCC(=O)N2CCN(Cc3ccc4c(c3)OCO4)CC2)cc1 | -20
Cc1cc(NC(=O)COC(=O)c2c(C)nn(Cc3ccccc3)c2Cl)no1 | 18
CC(=O)N1CC(=O)Nc2ccc(Cl)cc2C1c1ccc(F)cc1 (stereo unspecified) | -4
COc1ccccc1OCCCn1cc(C(=O)c2ccco2)c2ccccc21 | -3
Cn1c(=O)cc(SCC(=O)N2CCC3(CC2)OCCO3)c2ccc(Cl)cc21 | 16

# An excerpt from above in order of length of the SMILES, largest number first.
Structure | Ecoli WT growth
COC(=O)c1ccc(N2C(=O)CC(N3CCC(n4c(=O)[nH]c5ccccc54)CC3)C2=O)cc1 (stereo unspecified) | -13
Cn1c(=O)cc(SCC(=O)N2CCC3(CC2)OCCO3)c2ccc(Cl)cc21 | 16
Cc1nn(-c2ccccc2)c2c1C(c1ccc3c(c1)OCO3)SCC(=O)N2 (stereo unspecified) | 0
CCOC(=O)C1CCCCC12C(C#N)=C(N)Oc1n[nH]c(C)c12 (stereo unspecified) | 3
N#Cc1ccccc1Cn1cc(C(=O)c2ccco2)c2ccccc21 | 5

# Screens from PubChem BioAssay.
